CatB mix inh: inhibitors of human cathepsin B in compound mixtures | P07858 | Purified cathepsin B, AMC dipeptide fluorescence | inhibition, %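 (ten-compound pools at 5 µM per compound and 50 µM total)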 | actives 0.06% (n = 62,000) | AID 488; in the data active = inhibition above about 22%, passing the limit was not always enough;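 also: 0% = enzyme without compound and 100% = no enzyme blank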
CatL inh: blocks human cathepsin L protease activity; P07711; purified cathepsin L, fluorogenic substrate, fluorescence; inhibition, %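 (tested at 10 µM)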; actives 0.17% (n = 58,000); in the data active = inhibition above about 45%;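 also: 0% = enzyme with no compound and 100% = no enzyme blank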
CatS inh: inhibitors of human cathepsin S. P25774. recombinant cathepsin S, AMC dipeptide fluorescence, pooled mixtures. inhibition, %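 (tested at 5 µM per compound within 10-compound mixtures)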. actives 0.06% (n = 62,000). AID 501; in the data active = inhibition above about 32%, passing the limit was not always enough;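 also: 0% = enzyme without compound and 100% = blank without enzyme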
Target sequence (P25774 115-331 limits assumed): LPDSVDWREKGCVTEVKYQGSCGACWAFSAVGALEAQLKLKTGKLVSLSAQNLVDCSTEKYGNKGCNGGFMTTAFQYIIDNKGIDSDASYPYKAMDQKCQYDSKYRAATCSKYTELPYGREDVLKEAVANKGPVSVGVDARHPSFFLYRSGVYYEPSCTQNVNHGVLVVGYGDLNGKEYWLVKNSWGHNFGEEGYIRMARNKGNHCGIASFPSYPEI
CatB block: blocks human cathepsin B protease activity; P07858; purified cathepsin B, fluorogenic substrate, fluorescence; inhibition, %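 (tested at 10 µM)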; actives 0.1% (n = 63,000); AID 453; in the data active = inhibition above about 21%;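 also: 0% = enzyme with no compound and 100% = no enzyme blank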
PKA inh: inhibitors of human protein kinase A | P17612 | PKA Kemptide phosphorylation, Kinase-Glo ATP luminescence | inhibition, % at 6 µM | actives 0.1% (n = 65,000);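 active = inhibition above the screen-wide mean inhibition plus 3 SD, cut at about 21% in these data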; also: many of its hits are not listed in these tables
Cathepsin G inh: cathepsin G (human) inhibition; inhibition, % at 5 µM (by protocol); actives 0.2% (n = 62,000); purified enzyme, AMC-tetrapeptide fluorescence, pooled mixtures; P08311;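 active = inhibition above 20% in each of the two mixture wells holding the compound; inactive = inhibition of 20% or less in either well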;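 also: 0% = enzyme control without mixture and 100% = blank lacking enzyme; strong numbers were not always called active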
Her2 expr inh: inhibitors of human Her2 kinase expression | P04626 | SKBR-3 HER2 protein level, AlphaScreen, 18-24 h; hits give low values | HER2 level % of control, % at 10 µM | actives 0.69% (n = 65,000);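 active = HER2 level under 5% of the carrier-only control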;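 also: 100% = DMSO carrier and 0% = 500 nM PU-H71 HSP90 inhibitor; lower value means stronger loss of Her2 protein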
C1s block: blocks human complement C1s protease activity. purified C1s, fluorogenic AMC substrate, pooled mixtures. P09871. AID 538. actives 0.16% (n = 62,000). mean inhibition % of two 10-compound mixtures (hits give high values), % at 5 µM (by protocol);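 active = inhibition above 20% in each of the two 10-compound mixture wells holding the compound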;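 also: 0% = enzyme wells lacking compound mixture and 100% = no-enzyme blank wells; some compounds called inactive have numbers as strong as hits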
Target sequence (P09871 16-437 limits assumed): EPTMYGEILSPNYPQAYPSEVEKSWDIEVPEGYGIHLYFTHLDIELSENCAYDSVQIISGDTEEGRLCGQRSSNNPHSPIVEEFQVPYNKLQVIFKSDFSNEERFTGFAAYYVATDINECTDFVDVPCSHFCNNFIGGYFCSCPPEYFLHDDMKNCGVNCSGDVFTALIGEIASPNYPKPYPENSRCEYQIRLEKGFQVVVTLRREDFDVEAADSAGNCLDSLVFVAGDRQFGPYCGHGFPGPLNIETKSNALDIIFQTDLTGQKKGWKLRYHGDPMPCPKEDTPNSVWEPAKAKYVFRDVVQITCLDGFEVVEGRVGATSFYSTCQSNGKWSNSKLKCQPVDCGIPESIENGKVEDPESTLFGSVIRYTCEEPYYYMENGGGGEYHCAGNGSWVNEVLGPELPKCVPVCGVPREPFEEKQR
Target sequence (P09871 438-688 limits assumed): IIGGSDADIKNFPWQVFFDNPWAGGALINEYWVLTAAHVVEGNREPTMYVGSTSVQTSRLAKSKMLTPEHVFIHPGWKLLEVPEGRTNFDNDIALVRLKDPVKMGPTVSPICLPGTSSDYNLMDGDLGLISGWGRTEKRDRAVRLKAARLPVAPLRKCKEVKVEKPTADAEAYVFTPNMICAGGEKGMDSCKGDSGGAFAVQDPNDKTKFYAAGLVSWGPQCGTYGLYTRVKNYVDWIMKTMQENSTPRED
ROCK2 inh: blocks human Rho kinase 2 activity. O75116. purified ROCK2, Kinase-Glo ATP depletion luminescence. inhibition, % at 6 µM. actives 0.35% (n = 60,000). AID 604;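 active = inhibition above the screen-wide mean inhibition plus 3 SD, cut at about 18% in these data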;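 also: plate controls were DMSO wells for no effect and Y-27632 control wells after no-enzyme background subtraction for full effect; many of its hits are not listed in these tables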
Numbers without * were called inactive; nt = not tested or not shown.

SMILES	CatB mix inh	CatL inh	CatS inh	CatB block	PKA inh	Cathepsin G inh	Her2 expr inh	C1s block	ROCK2 inh
CCN(CC)CCN1C(=O)c2oc3ccccc3c(=O)c2C1c1ccc(F)cc1 (stereo not given)	4.8	3.1	-1.8	4.6	10.2	9.5	78.0	9.1	8.9
COc1ccc(C(=O)c2coc3ccc(O)c(CN4CCCC4)c23)cc1	-0.4	nt	8.1	1.4	-4.8	27.8	81.6	7.0	-3.3
COC(=O)c1cccc(NC(=O)Cn2nnc3ccccc32)c1	1.1	-2.7	-2.4	-0.1	-7.0	12.8	90.3	10.9	-6.4
CCC1CCCCN1c1nc2c(c(=O)n(C)c(=O)n2C)n1CCSc1nc2ccccc2o1 (stereo not given)	-0.6	2.6	4.6	2.8	-2.2	-10.8	100.7	-43.0	1.9
C=CCn1c(SCc2ccc(F)cc2)nc2c1c(=O)[nH]c(=O)n2C	0.7	13.1	2.2	2.5	8.2	6.7	76.1	11.3	0.9
CCC(C)(C)n1nnnc1C(c1ccc2ncccc2c1)N1CCN(c2nc3ccccc3s2)CC1 (stereo not given)	1.5	6.4	-4.2	3.5	8.1	4.9	70.7	-10.6	4.3
CCC1(C(=O)OC)NC(c2ccccc2OC)C2C(=O)N(C)C(=O)C21 (stereo not given)	3.1	nt	3.3	4.1	6.2	9.7	77.1	10.1	4.3
COc1ccccc1N1CCSC1C(N)=O (stereo not given)	-0.1	2.7	-1.1	5.7	5.0	6.5	79.4	9.6	6.4
C=CCn1c(COc2ccc(Cl)cc2)nnc1SCC(=O)N1CC(=O)Nc2ccccc21	7.4	5.8	7.0	0.9	1.7	14.4	84.2	0.5	-1.2
COc1ccc(C2CC(=O)c3cnc(NC(=O)c4cccc(OC)c4)nc3C2)cc1 (stereo not given)	4.9	7.6	4.6	3.8	4.9	6.5	93.6	8.4	6.7
O=c1cc(-c2ccccc2)nc2nc(SCc3ccccc3)[nH]n12	-2.5	38.1	12.0	0.8	1.6	-6.6	148.3	-10.6	-2.1
CCCc1nnc(SCC(=O)O)n1/N=C/c1ccc2c(c1)OCO2	1.7	0.1	-6.7	8.4	5.0	8.5	38.9	12.8	nt
O=C(COc1ccccc1)c1cn(CC(=O)N2CCOCC2)c2ccccc12	3.8	15.2	-7.3	-2.8	8.8	7.9	101.8	-9.7	3.9
CCOc1ccc(N2CC(C(=O)Nc3ccccc3F)CC2=O)cc1 (stereo not given)	-3.6	10.4	0.2	1.4	7.3	9.5	87.7	12.0	nt
COC(=O)c1cccc(C(=O)Oc2cccc(Br)c2)n1	4.7	-3.4	-2.0	1.4	-5.2	12.0	115.6	13.1	-2.2
Cc1c(C(Nc2ccccn2)c2ccc(Cl)cc2)c(=O)n(-c2ccccc2)n1C (stereo not given)	-3.4	23.9	7.3	0.3	0.8	6.3	94.5	-29.0	4.5
c1cncc(C2Nc3ccccc3-c3nc4ccccc4n32)c1 (stereo not given)	-14.2	-76.8	-21.6	-0.6	1.6	-2.6	nt	-23.0	nt
CC(NC(=O)c1ccccc1Cl)C1COc2ccccc2O1 (stereo not given)	-13.3	-0.2	-42.8	2.3	4.6	-22.2	88.8	-207.5	6.2
CC(Nc1ccc(Br)cn1)c1cc(Cl)ccc1O (stereo not given)	17.9	7.3	6.6	7.1	7.1	-6.0	75.7	-3.9	6.2
Cc1ccccc1-c1noc(-c2cccs2)n1	-2.7	-5.9	-4.3	-3.5	-12.6	-3.3	6.7	-8.0	-3.9
Cc1nc2cc(-n3ccc(=O)cc3)ccc2n1-c1ccccc1	2.6	9.3	14.5	3.3	5.7	12.1	94.3	10.2	nt
Cc1cc(NC(=O)CCN2CCC(C(N)=O)CC2)ccc1Br	-0.2	1.0	-3.1	0.1	nt	-1.0	88.3	-1.2	nt
CCOc1cc(C(=O)Nc2cc(C)ccn2)cc(OCC)c1OCC	6.5	-9.4	-0.3	-1.9	4.6	1.1	96.4	-10.5	2.9
CCn1nc(NC(=O)c2ccco2)c2cc3ccc(C)cc3nc21	2.3	3.8	27.4	0.4	-2.3	-0.7	72.4	-5.6	-4.9
Cc1cc(NC(=O)c2noc3c2CCCC3)n(-c2ccccc2)n1	0.1	11.4	-5.5	1.1	11.7	33.7	89.6	3.5	5.6
Later entries
SMILES	CatB mix inh	CatL inh	CatS inh	CatB block	PKA inh	Cathepsin G inh	Her2 expr inh	C1s block	ROCK2 inh
CCCOc1ccc(N2CC(C(=O)NC(C)C)CC2=O)cc1 (stereo not given)	0.2	7.5	14.4	0.6	1.7	2.6	100.6	-14.6	5.2
CCCc1cc(=O)oc2c(C)c3occ(C)c3cc12	-1.0	8.6	-8.8	5.3	-6.3	-6.6	113.0	-18.6	-3.8
Cc1nnc(NC(=O)CCSc2ccccc2)s1	8.5	-2.0	14.6	4.4	-1.8	10.9	134.1	13.0	0.4
Cn1c(CSc2nc3ccccc3s2)n[nH]c1=S	-0.9	nt	6.7	1.1	-4.6	-1.7	83.7	-15.8	-5.5
O=C(NCc1ccccc1Cl)C1CCN(S(=O)(=O)N2CCCCCC2)CC1	1.1	3.2	-4.1	2.0	7.1	7.0	93.8	1.8	3.8
COc1ccc(NC(=O)CSc2nnc(Cc3cccn3C)n2-c2ccc(F)cc2)cc1	-3.8	-11.3	8.7	0.0	-7.7	-0.4	106.7	-1.1	-3.9
CCc1ccc(-c2nnn(Cc3nc4ccccc4s3)n2)cc1	4.3	-6.0	19.7	-2.0	2.4	-4.5	92.8	-1.7	2.8
Cc1nnc2ccc(N3CCN(C(=O)c4ccccc4)CC3)nn12	-2.9	nt	6.5	-1.1	9.7	3.7	75.0	-2.8	1.5
CCOc1ccc(C2C(C#N)=C(N)N3C(=C2C#N)Sc2ccccc23)cc1 (stereo not given)	2.3	-4.7	2.0	2.7	14.5	7.2	119.4	-6.3	5.9
COc1ccc(-c2cn3cc(C)ccc3n2)cc1OC	5.2	-82.6	17.8	-6.8	-3.0	-1.9	104.1	-13.3	-19.8
COc1ccc(C(=O)NCCn2ccc3ccccc32)cc1	3.2	-5.2	14.7	2.8	6.5	15.6	92.9	11.8	3.4
O=C(Cn1cc2c(n1)CCCC2)NCCc1ccccc1	0.0	-5.3	21.6	17.3	6.7	7.8	103.5	0.1	6.0
CCNc1nc(N)nc(Oc2ccc(OCCOc3ccccc3)nn2)n1	2.5	2.5	-1.6	1.7	12.0	17.8	97.9	7.3	9.1
Cc1ccc(C2C=C(c3ccc4c(c3)OCO4)Nc3ncnn32)cc1 (stereo not given)	2.4	-8.1	0.0	4.4	4.9	3.2	68.5	-25.7	3.7
CCc1ccc(NC(=O)c2cc(CC(C)C)on2)cc1	-3.4	0.8	4.4	0.6	4.6	14.7	79.7	14.8	1.3
COC(=O)c1ccc(NC(=O)CN2CCOCC2)cc1	1.7	8.3	-2.4	6.3	4.8	7.8	88.2	6.9	1.1
Cc1ccc(OCCC(=O)OCC(=O)Nc2ccc(Cl)cn2)cc1	5.8	nt	-1.4	-3.1	3.8	2.0	101.9	-26.4	nt
COC(=O)C1C(=O)CC(C)(O)C(C(=O)OC)C1c1ccc2c(c1)OCO2 (stereo not given)	1.8	11.2	11.2	3.2	7.8	3.7	116.6	6.1	3.2
O=S(=O)(NC1c2cccc3cccc(c23)C1N1CCN(CCO)CC1)c1ccccc1 (stereo not given)	2.5	13.4	3.6	0.6	4.6	-0.8	55.8	-35.0	3.6
Cc1ccccc1NC(=O)c1c(F)c(F)c(F)c(F)c1F	2.3	3.6	nt	0.7	-0.8	6.3	nt	-0.7	0.7
CC(C)n1c(SCC(=O)Nc2ccc3c(c2)OCO3)nc2c1c(=O)n(C)c(=O)n2C	-2.5	18.9	6.9	2.4	10.0	4.4	96.4	-4.4	0.5
Cc1cc(=O)oc2cc(OCC3CC(c4ccc(N(C)C)cc4)=NO3)ccc12 (stereo not given)	2.2	11.4	18.6	1.4	-1.9	7.7	94.4	10.6	3.4
CCCCOc1ccc(C2CC(=O)NC2=O)cc1 (stereo not given)	3.5	-4.6	-3.6	-1.4	-0.1	-0.7	90.5	6.1	-1.2
CC(=O)Nc1sc(C)c(C)c1C(=O)OC1CCOC1=O (stereo not given)	5.3	3.8	4.2	-1.3	-4.7	9.6	114.5	10.6	0.3
CCCc1cc(=O)[nH]c(SCC(=O)c2cc(C)n(C(C)COC)c2C)n1 (stereo not given)	2.2	0.2	-3.1	3.1	7.1	8.3	114.9	0.4	4.8

Some of the entries above, reformatted.
CC(NC(=O)c1ccccc1Cl)C1COc2ccccc2O1 (stereo not given)
- CatB mix inh: -13.3
- CatL inh: -0.2
- CatS inh: -42.8
- CatB block: 2.3
- PKA inh: 4.6
- Cathepsin G inh: -22.2
- Her2 expr inh: 88.8
- C1s block: -207.5
- ROCK2 inh: 6.2

Cc1cc(=O)oc2cc(OCC3CC(c4ccc(N(C)C)cc4)=NO3)ccc12 (stereo not given)
- CatB mix inh: 2.2
- CatL inh: 11.4
- CatS inh: 18.6
- CatB block: 1.4
- PKA inh: -1.9
- Cathepsin G inh: 7.7
- Her2 expr inh: 94.4
- C1s block: 10.6
- ROCK2 inh: 3.4

C=CCn1c(SCc2ccc(F)cc2)nc2c1c(=O)[nH]c(=O)n2C
- CatB mix inh: 0.7
- CatL inh: 13.1
- CatS inh: 2.2
- CatB block: 2.5
- PKA inh: 8.2
- Cathepsin G inh: 6.7
- Her2 expr inh: 76.1
- C1s block: 11.3
- ROCK2 inh: 0.9

Later entries.
SMILES	CatB mix inh	CatL inh	CatS inh	CatB block	PKA inh	Cathepsin G inh	Her2 expr inh	C1s block	ROCK2 inh
CCOC(=O)N1CCN(S(=O)(=O)c2ccc(OCC)c3ccccc23)CC1	5.0	1.4	-0.1	-3.6	-1.1	-3.5	73.8	-7.7	-1.6
Cc1ccc(Cn2c(=S)[nH]c3ccc(N4CCOCC4)cc3c2=O)o1	2.3	7.2	8.0	3.7	1.8	8.3	112.9	-6.8	nt
N#Cc1nc(COc2ccccc2F)oc1NCCc1ccccc1	2.6	-3.1	2.1	-0.2	-0.2	9.2	112.2	11.9	-4.5
COc1ccc(-c2cc(C(=O)N3CCN(Cc4ccccc4)CC3)no2)cc1OC	-10.3	-0.5	5.7	2.1	-3.0	2.7	86.3	-42.0	-0.1
Cc1cc(NC(=O)CSc2nc(-c3cccnc3)ccc2C#N)no1	nt	4.5	nt	2.3	4.4	nt	97.5	nt	8.9
COc1ccc(C)cc1NC(=O)CN1C(=O)c2ccccc2S1(=O)=O	-0.6	-1.3	-5.9	1.4	-5.9	-0.7	73.0	-15.0	1.1
O=C(O)c1ccc(F)c(S(=O)(=O)Nc2ccccc2)c1	4.4	nt	-0.8	0.3	6.1	-2.2	99.5	-6.8	0.5
CC(C)C[C@@H]1NC(=O)N(CCN2CCOCC2)C1=O	2.1	1.4	0.7	0.8	-7.2	-11.5	103.4	-27.7	-8.6
Cc1nn(-c2ccccc2)c(Cl)c1C(=O)NCC(=O)O	4.0	6.9	3.2	4.5	-2.2	-13.5	94.6	-14.4	-2.1
COc1ccc(CCN2C(=O)CC(Sc3ncccc3C(=O)O)C2=O)cc1OC (stereo not given)	1.5	nt	-2.2	4.5	7.6	7.6	75.2	-0.4	nt
CCCn1c(NC(=O)c2ccc(C)cc2)nc2ccccc21	2.0	22.1	26.0	0.1	3.3	-3.3	36.0	-13.9	9.0
COc1ccc(C/C(O)=C(\C#N)c2nc3ccccc3[nH]2)cc1OC	-3.2	13.5	-6.1	4.3	3.9	3.0	85.5	-43.2	5.0
COc1ccccc1C(=O)OCn1nnc2ccccc2c1=O	6.6	5.7	5.0	4.1	5.4	13.4	86.4	12.3	-5.2
COc1ccc(CCNc2nc(=O)[nH]nc2C)cc1OC	4.1	5.5	7.4	2.0	-8.1	9.1	78.3	14.1	1.7
O=C(CSc1nnc(-c2cccs2)o1)N1CCCc2ccccc21	1.8	-9.1	-1.5	-0.4	0.9	14.2	134.0	15.2	-0.8
CCN1CCN(c2nc3c(c(=O)n(C)c(=O)n3C)n2CCSc2ncccn2)CC1	3.0	4.3	4.7	4.0	-1.9	-1.3	145.6	-11.6	-1.2

An excerpt; rates above refer to the full screens.
